# Assay outcomes from PubChem.
# Hck-Nef inh: inhibitors of Nef-activated human Hck kinase, primary screen, biochemical, Z-Lyte FRET, 384-well, Hck-YEEI; Tyrosine-protein kinase HCK (Homo sapiens), P08631; Recombinant Hck-YEEI plus Nef, Z-Lyte FRET kinase assay; inhibition, % at 20 µM; 0.68% of 220,000 active;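 active means Hck-Nef kinase inhibition above about 50%, limit read from the data; inactive means inhibition below that limit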;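 further: 0% = DMSO with Hck plus Nef and 100% = Hck alone without Nef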
# Target sequence (P08631 whole entry, looked up): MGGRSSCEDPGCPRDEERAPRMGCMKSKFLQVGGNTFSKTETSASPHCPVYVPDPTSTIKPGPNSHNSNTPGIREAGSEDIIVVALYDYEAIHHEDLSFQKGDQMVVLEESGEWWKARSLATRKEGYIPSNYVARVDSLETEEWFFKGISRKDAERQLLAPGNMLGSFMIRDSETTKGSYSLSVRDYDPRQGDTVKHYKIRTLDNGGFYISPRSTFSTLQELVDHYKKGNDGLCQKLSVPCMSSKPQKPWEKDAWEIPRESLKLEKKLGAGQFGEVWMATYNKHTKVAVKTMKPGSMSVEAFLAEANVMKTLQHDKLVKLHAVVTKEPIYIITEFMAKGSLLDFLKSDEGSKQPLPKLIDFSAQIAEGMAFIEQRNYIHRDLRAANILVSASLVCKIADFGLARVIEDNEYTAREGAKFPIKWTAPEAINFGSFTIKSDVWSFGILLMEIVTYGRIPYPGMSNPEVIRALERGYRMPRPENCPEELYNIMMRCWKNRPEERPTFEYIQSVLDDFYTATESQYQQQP
# L929 necroptosis: inhibitors of zVAD-triggered necroptosis, primary screen, L929 cells; L929 zVAD necroptosis rescue, ATP luminescence, 24 h; with zVAD 60 µM; viability rescue, % at 10 µM; 0.38% of 220,000 active;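 active means activation, scaled between plate controls, above about 75%, limit read from the data; inactive means activation under that limit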;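 further: 0% = zVAD with DMSO and 100% = DMSO alone without zVAD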
# TbHK1 inh: Trypanosoma brucei hexokinase 1 inhibitors, primary screen, biochemical, G6PDH-coupled NADH absorbance, MLSCN library | AID 1430, 2008 | inhibition, % at 10 µM | hexokinase 1 [Trypanosoma brucei] | 0.11% of 220,000 active | recombinant TbHK1, G6PDH-coupled NADH A340;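 active means inhibition of 50% or more in the single-dose primary screen; inactive means inhibition below 50%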
# Active calls of the source: *. The list is partial, so the mix of outcomes need not match the whole.
SMILES,Hck-Nef inh,L929 necroptosis,TbHK1 inh
COc1ccc(NC(=O)CSC2=C(C#N)C(c3ccco3)C(C(=O)Nc3nc4ccccc4s3)=C(C)N2)cc1 (centres undefined),5,0.3,-24
CC(C)CC(=O)N1CCN(c2ccc([N+](=O)[O-])c(NCc3ccccc3)c2)CC1,0,0.0,3
COc1ccc(-c2cc(CN3C(=O)c4ccccc4C3=O)on2)cc1,1,-0.1,-5
COc1ccc(-c2nc3cc(C)ccn3c2NCC2CCCO2)cc1OC (centres undefined),2,-0.3,-19
Cc1cccn2c(=O)c3cc(C#N)c(=N)n(CC4CCCO4)c3nc12 (centres undefined),26,-0.7,3
CN1C(=O)NC(c2ccccc2)C2=C1CN(Cc1ccccc1)C2=O (centres undefined),1,0.0,0
Cn1c(=O)c2c(-c3ccccc3)n3c4ccccc4ncc3c2n(C)c1=O,5,1.7,-5
CC(C)(C(=O)c1ccccc1)/[N+]([O-])=C/c1ccc(F)cc1,2,-0.3,-4
O=c1[nH]c(N2CCc3ccccc3C2)nc2c1CCCC2,0,-0.1,-1
C/C(=N\Nc1cc(-c2ccccc2)nc(-c2ccc(Br)cc2)n1)c1cccc(N)c1,1,-0.1,-34
CN1C(=O)CC(N2CCN(c3ccccc3)CC2)C1=O (centres undefined),9,0.2,0
CC(C)n1c(CN2CCN(C)CC2)nc2c1c(=O)n(C)c(=O)n2C,1,0.1,1
CCOc1ccc(-n2c3nc4ccccc4nc3c3c(=O)n(Cc4ccco4)cnc32)cc1,-2,-1.1,-8
COc1cccc(CN2CCN(C(=O)c3ccco3)CC2)c1OC,-1,0.0,-9
Cc1ccc(N2C(=O)c3oc4ccccc4c(=O)c3C2c2cccc(O)c2)nc1 (centres undefined),20,-0.8,-7
COCCN1C(=O)c2oc3cc(C)c(C)cc3c(=O)c2C1c1cccc(O)c1 (centres undefined),1,-0.4,-8
COC(=O)c1ccccc1NC(=O)CC(NCc1ccccc1)C(=O)O (centres undefined),8,-0.9,2
CCCOc1ccc(/C(O)=C2/C(=O)C(=O)N(CCN(C)C)C2c2ccncc2)cc1 (centres undefined),-1,-0.3,-36
CN(C)CCNC(CC(=O)Nc1ccc(Cl)c(Cl)c1)C(=O)O (centres undefined),-22,-1.1,-5
CCOC(=O)C1=C(C)NC(C)=C(C(=O)OCC)C1c1nc2ccccc2[nH]1,1,-0.1,3
N#Cc1c(SCc2nc3ccccc3[nH]2)nc2c(c1C(F)(F)F)CCC2,10,-0.5,4
COc1cccc(-n2c(SCC(=O)N3CCCC3)nc3c([nH]c4ccccc43)c2=O)c1,29,0.2,-6
C=CCn1c(=N)c(C(=O)OCC)cc2c(=O)n3cccc(C)c3nc21,172*,-0.5,-6
O=C(Cn1cnc2c(oc3ccccc32)c1=O)NCCc1ccccc1,1,0.2,4
Clc1cccc2sc(N3CCOCC3)nc12,2,0.4,-5

# Later entries.
SMILES,Hck-Nef inh,L929 necroptosis,TbHK1 inh
Cn1c(SCC(=O)Nc2ccc(N3CCOCC3)c(Cl)c2)nnc1-c1ccccc1,0,0.0,1
Cc1ccc(S(=O)(=O)N/N=C/c2ccc(OCC(=O)NC(C)C)cc2)cc1,0,0.0,-1
O=C(CSc1nc2c(c(=O)n1-c1ccc(F)cc1)SCC2)Nc1ccc2c(c1)OCO2,0,-0.4,-8
Cc1[nH]c2ccccc2c1SCCN,1,0.7,2
COc1c(S(=O)(=O)N2CCCCC2)ccc2c(S(=O)(=O)N3CCCCC3)cccc12,4,0.9,3
CC1(C)CC(=O)C=C(NCCCN2CCCC2=O)C1,0,-0.1,0
COc1cccc2cc(C(=O)C3=C(O)C(=O)N(CCCN4CCOCC4)C3c3ccncc3)oc12 (centres undefined),1,0.5,-1
c1ccc(Cc2nnc3sc(-c4ccc5c(c4)OCO5)nn23)cc1,5,-0.2,0
CCOc1ccc2nc(NC3=NCN(CC4CCCO4)CN3)nc(C)c2c1 (centres undefined),-1,-0.2,3
O=C(CSc1nnc(-c2ccc(F)cc2)o1)Nc1ccccc1N1CCOCC1,-9,-0.7,3
COc1ccc(OC)c(NC(=S)NCc2ccco2)c1,4,-0.2,4
CCCCS(=O)(=O)NC1=NCN(C2CCN(Cc3ccccc3)CC2)CN1,15,0.1,2
C=CCOc1ccc(/C(O)=C2/C(=O)C(=O)N(CCCN3CCOCC3)C2c2ccccc2)cc1 (centres undefined),-6,-0.4,-12
Cc1nnc2n(CCc3ccccc3)c(=O)c3c4c(sc3n12)CCCC4,7,0.0,3
CCOC(=O)c1cnn(-c2ncnc3c2cnn3Cc2ccccc2)c1N,2,0.3,-6
CCCC(=O)Nc1cc(-c2nnc(OC)c3ccccc23)ccc1N1CCOCC1,0,-0.3,-4
CCCn1c(SCC(=O)Nc2ccccc2C(=O)OCC)nc2c1c(=O)n(C)c(=O)n2C,1,-0.1,3
COCCn1c(C)cc(C(=O)CSc2nc(C)nc3sc4c(c23)CCC4)c1C,-4,-0.4,-11
Cc1ccc(C(=O)N2CCN(C(=O)c3ccc(C)c(C)c3)C(C)C2)cc1C (centres undefined),-8,0.5,3
CCCn1c(=O)c2ccccc2n2c(SCc3cc(=O)n4ccsc4n3)nnc12,0,-0.1,-10
O=C1c2ccccc2C(=O)N1Cc1nc2ccccc2c(=O)n1CCN1CCOCC1,-6,-0.3,-1
Cc1cc(C)n(-c2nc3c(c(=O)n(C)c(=O)n3C)n2CC(O)COc2ccccc2C)n1 (centres undefined),8,0.3,0
O=C1c2ccccc2C(=O)N1CCC(=O)N1CCc2ccccc21,3,-0.1,4
Cc1[nH]n2c(=O)cc(-c3ccc([N+](=O)[O-])cc3)nc2c1-c1ccccc1,9,0.6,6
Cc1cc(C)n(-c2nc3sc4c(c3c3nnc(SC(C)C)n23)CC(C)(C)OC4)n1,2,-0.4,-15

# Later entries:
SMILES,Hck-Nef inh,L929 necroptosis,TbHK1 inh
CCOC(=O)C(C)Sc1snnc1C (centres undefined),0,-0.1,-1
CCN1CCN(c2oc(-c3ccc(OC)cc3)nc2C#N)CC1,-9,-0.4,-25
O=C(Nc1ccc(Br)cn1)c1ccc2nccnc2c1,1,0.0,-14
O=S(=O)(N/N=C\C=C\c1ccccc1)c1ccccc1,1,0.1,-44
CCn1c(SCC(=O)N2c3ccccc3Sc3ccc(Cl)cc32)nc2c1c(=O)n(C)c(=O)n2C,11,-0.1,-1
COC(=O)C(C)Sc1nc2c(c(-c3ccc(OC)cc3)c1C#N)-c1ccccc1C2=O (centres undefined),2,-0.2,-14
O=C(NCc1ccccn1)C1CCC(=O)N1C1CCCC1 (centres undefined),2,0.2,-7
Cc1cccc(NC(=O)c2cnc3sccn3c2=O)n1,6,-1.0,-63
CCOC(=O)N1CCN(Cc2nc(-c3ccc(OC)cc3)no2)CC1,1,-0.1,4
CCOc1cc(S(=O)(=O)NCc2ccccc2)c(OCC)cc1-n1cnnn1,-11,-0.7,-4
Cc1ccc(CN2CCN(CC(=O)N3CCC(C(N)=O)CC3)C2=O)cc1,0,0.7,-9
CCOC(=O)Cn1c(CN(C)Cc2ccccc2)nc2c1c(=O)n(C)c(=O)n2C,6,-0.1,-1
COC(=O)c1ccc(Cn2nnc3c(sc4nc(N5CCOCC5)c5c(c43)CCCC5)c2=O)o1,-9,-0.9,1
CNc1nc(OCC(F)(F)F)nc(N2CCN(C34CC5CC(CC(C5)C3)C4)CC2)n1,2,0.3,4
Cc1ccc(S(=O)(=O)N(CC(=O)NCCSCc2ccco2)c2cc(C)ccc2C)cc1,1,-0.2,2
CCOC(=O)c1ccc2c(c1)N(CC)/C(=C\C=C1/SC(=S)N(CC)C1=O)N2CC,7,-1.1,-11
CC(C)(C(=O)c1ccccc1)/[N+]([O-])=C/c1ccccc1F,1,-0.2,-4
Cn1c(COc2ccc(Cl)cc2)nnc1SCC(=O)NC1CCCCC1,-1,0.6,1
O=c1cc(CO)oc(C(Nc2ccccn2)c2ccccc2F)c1O (centres undefined),-1,0.1,-15
Cn1c(=O)oc2cc(S(=O)(=O)N3CCN(C(=O)c4ccco4)CC3)ccc21,-1,0.0,2
Cc1ccc(C(=O)N2CCN(c3ncnc4c3cnn4-c3ccccc3)CC2)cc1,-11,-0.6,0
Cn1c(-c2ccccc2Br)n[nH]c1=S,4,0.6,-3
Cc1c(NC(=O)CC2CC(C)OC2=O)c(=O)n(-c2ccccc2)n1C (centres undefined),-1,-0.3,-5
O=c1[nH]c(SCc2cc(=O)n3ccccc3n2)nc2c1CCC2,-1,-0.2,-17
COC(=O)C1=C(N)Oc2cc(C)n(Cc3ccncc3)c(=O)c2C1c1cccnc1 (centres undefined),-1,-0.1,1

# Some values from the results shown.
# Value for Cc1cccc(NC(=O)c2cnc3sccn3c2=O)n1 under Hck-Nef inh: 6
# Value for CCOc1cc(S(=O)(=O)NCc2ccccc2)c(OCC)cc1-n1cnnn1 under L929 necroptosis: -0.7
# Value for CCN1CCN(c2oc(-c3ccc(OC)cc3)nc2C#N)CC1 under Hck-Nef inh: -9
# Value for CCOC(=O)Cn1c(CN(C)Cc2ccccc2)nc2c1c(=O)n(C)c(=O)n2C under L929 necroptosis: -0.1
# Value for Cc1ccc(S(=O)(=O)N(CC(=O)NCCSCc2ccco2)c2cc(C)ccc2C)cc1 under Hck-Nef inh: 1

# Molecules above with fluorine:
SMILES,Hck-Nef inh,L929 necroptosis,TbHK1 inh
CC(C)(C(=O)c1ccccc1)/[N+]([O-])=C/c1ccc(F)cc1,2,-0.3,-4
N#Cc1c(SCc2nc3ccccc3[nH]2)nc2c(c1C(F)(F)F)CCC2,10,-0.5,4
O=C(CSc1nc2c(c(=O)n1-c1ccc(F)cc1)SCC2)Nc1ccc2c(c1)OCO2,0,-0.4,-8
O=C(CSc1nnc(-c2ccc(F)cc2)o1)Nc1ccccc1N1CCOCC1,-9,-0.7,3
CNc1nc(OCC(F)(F)F)nc(N2CCN(C34CC5CC(CC(C5)C3)C4)CC2)n1,2,0.3,4
CC(C)(C(=O)c1ccccc1)/[N+]([O-])=C/c1ccccc1F,1,-0.2,-4
O=c1cc(CO)oc(C(Nc2ccccn2)c2ccccc2F)c1O (centres undefined),-1,0.1,-15

# The listing continues:
SMILES,Hck-Nef inh,L929 necroptosis,TbHK1 inh
CCc1nc(SCc2nnc(-c3ccc(C)cc3)o2)c2c(C)c(C)sc2n1,-5,-0.2,-9
O=C(Nc1ccccc1-c1nnn(CC(=O)N2CCCc3ccccc32)n1)c1cccc(Cl)c1,9,0.6,-8
Cc1noc(/C=C/N(C)C)c1S(=O)(=O)N1CCCC(C(=O)N2CCc3ccccc32)C1 (centres undefined),10,0.9,2
O=C(O)C1CCC(CNCc2cccnc2)CC1 (centres undefined),0,0.3,0
CC1CCN(Cc2nc3c(c(=O)n(C)c(=O)n3C)n2CCc2ccccc2)CC1,0,-0.1,1
COc1ccc(C2c3c(oc4ccccc4c3=O)C(=O)N2Cc2ccncc2)cc1OC (centres undefined),1,0.0,-9
Clc1ccc(SCc2cc(Cl)nc(-c3ccccc3)n2)cc1,1,-0.1,10
O=C(c1ccc2c3c(cccc13)CC2)N1CCN(c2ncccn2)CC1,3,-0.1,1
Cc1ccc(S(=O)(=O)c2cc3c(=O)n4ccccc4nc3n(CC3CCCO3)c2=N)cc1 (centres undefined),4,-0.2,-8
O=C(CCc1ccccc1)Nc1c(F)cccc1F,-3,0.2,-3
Oc1ccc2ccc3cccc[n+]3c2c1,-2,1.0,5
Brc1ccc(C2=Nn3c(nnc3-c3ccncc3)SC2)cc1,1,0.2,0
O=C(NC1CCCCC1)N1CCN(Cc2nc3ccccc3c(=O)[nH]2)CC1,-1,0.6,2
Cc1nnc(SCCn2c(N3CCC(C)CC3)nc3c2c(=O)n(C)c(=O)n3C)s1,0,-0.5,2
c1ccc(-c2nnc(Cn3c4ccccc4c4nc5ccccc5nc43)o2)cc1,12,-0.6,-14
O=C(NC1(C(F)(F)F)C(=O)Nc2c1c(=O)[nH]c(=O)n2-c1ccccc1)c1ccncc1 (centres undefined),-3,0.1,0
CSc1nc(-c2ccccc2)nc2[nH]ccc(=O)c12,2,0.6,-5
Cn1c(OCc2ccc3c(c2)OCO3)nc2c1c(=O)n(Cc1cccc(Cl)c1)c(=O)n2C,18,-0.4,3
O=C(Nc1ccc(NC(=S)NC(=O)c2ccccc2Cl)cc1)c1cccc(Cl)c1,2,1.5,-7
NC(=O)CSc1nnc(CCc2nc3ccccc3[nH]2)n1-c1ccccc1,13,-0.4,5
O=C(Nc1ccccc1Sc1ccccc1)c1ccccc1F,-1,-0.3,-1
Cn1c(=O)c2c(nc(CN3CCN(c4cccc(Cl)c4)CC3)n2CCc2ccccc2)n(C)c1=O,-1,-0.1,-9
COC(=O)c1ccc(C(=O)OC)c(NC(=O)c2cc3ccccc3o2)c1,10,0.4,-8
COC(=O)c1ccccc1NC(=S)NC(=O)COc1ccc(C)cc1,0,0.1,5
CCOC(=O)c1sc(N2C(=O)C(O)=C(C(=O)c3ccco3)C2c2ccccc2)nc1C (centres undefined),4,1.7,0
CCOC(=O)N1CCC(NC(=O)C2CCC(Cn3c(=O)[nH]c4ccccc4c3=O)CC2)CC1 (centres undefined),2,0.0,1
Cc1nc(Nc2nc(=O)c3ccccc3n2C)nc2c(C)cccc12,2,-0.1,-10
CCn1c(=O)c(C(=O)Nc2cccnc2)c(O)c2ccccc21,9,-0.1,-12
